TRHR ag – agonists of human TRH receptor | P34981 | TRHR cells, calcium flux fluo-8, FDSS agonist mode | activation, % at 2 µM | 360,000 compounds, 0.18% hits | AID 493084; in the data active = activation above about 30%; also: 0% is about no effect
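Fluo-8-loaded TRHR cells; 10 s baseline, compound added, kinetic Ca2+ fluorescence read 1/s, agonist mode.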
D1 antag – blocks dopamine activation of the human D1 receptor. P21728. 360,000 compounds, 3.2% hits. AID 504652. activity change, negative = inhibition, % at 10 µM. HEK293 TREx D1 cells, calcium flux, dopamine EC80; active compounds read low; in the data active = activity change below about -30%; also: % is scaled to controls: 0 for no effect and ±100 for the full control effect
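Using tetracycline-induced force-coupled D1 Hek293 cells and a calcium dye, signals were followed for 180 s after compound, then for 180 s after EC80 dopamine, to detect inhibitors.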
D1 potentiator – enhances dopamine response at the human D1 receptor | HEK293 TREx D1 cells, calcium flux, dopamine EC20 potentiation | 360,000 compounds, 0.036% hits | potentiation, % at 10 µM; in the data active = potentiation above about 30%; also: 0% is about no effect
D1 ag – agonists of human D1 dopamine receptor. 360,000 compounds, 1% hits. AID 504660. HEK293 T-REx D1 cells, calcium flux, agonist mode. activation, % at 2 µM. P21728; in the data active = activation above about 30%; also: 0% is about no effect
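Agonism was scored from calcium flux recorded over 180 s (1 read/s) after pintool compound addition, following a 10-cycle baseline. Cells were inducible force-coupled HEK293 TREx D1, plated overnight at 30 C and loaded with no-wash calcium dye.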
TRHR enhancer – allosteric enhancers of human TRH receptor. 360,000 compounds, 0.66% hits. P34981. enhancement, % at 2 µM. TRHR cells, fluo-8 calcium fluorescence, EC20 TRH enhancement; in the data active = enhancement above about 30%; also: 0% is about no effect
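TRHR-expressing cells loaded with fluo-8 calcium dye were read kinetically (ex 480/em 530) during compound addition, then stimulated with an EC20 of TRH (10 nM final). Enhancement of the Gq-mediated intracellular calcium response was scored.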
D2 PAM – D2 dopamine receptor (human) potentiation; potentiation, % at 10 µM; HEK293 T-REx D2, calcium flux, EC20 dopamine potentiation; 340,000 compounds, 0.34% hits;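 active = potentiation over 3 SD above the plate norm, cut at about 30% in these data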; also: 0% is about no effect
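Using a no-wash calcium dye in inducible, force-coupled HEK293 Trex cells expressing D2, we tracked fluorescence each second for 180 s after compound, then for 180 s after EC20 dopamine to detect augmented signalling.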
Apoferritin bind – candidate novel general anesthetic via apoferritin binding; apoferritin/1-aminoanthracene competitive binding, fluorescence; Potency, µM (doses to about 77.5 µM), without a hit: top-dose activity change, negative = displacement, most hits filed as inhibitors; 350,000 compounds, 0.074% hits; AID 485281; also: potency is read from the fitted curve at half-maximal effect; % is scaled to controls: 0 for no effect and ±100 for the full control effect; nearly all actives have a fitted effect of over 20% in size
Target sequence (P02791 2-175 limits assumed): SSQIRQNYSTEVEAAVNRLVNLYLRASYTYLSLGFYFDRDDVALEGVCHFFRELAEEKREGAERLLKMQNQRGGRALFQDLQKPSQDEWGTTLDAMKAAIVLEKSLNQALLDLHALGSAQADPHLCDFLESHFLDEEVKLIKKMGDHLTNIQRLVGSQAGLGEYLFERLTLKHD
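Horse-spleen apoferritin (10 uM) in 50% saturated 1-aminoanthracene in PBS was incubated 10 min at room temperature with compound. Fluorescence (ex 380, em 535 nm) was normalized to free and bound 1-AMA, with concentration-response fitted by a four-parameter Hill equation.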
RXFP1 agonist – activates the human relaxin receptor RXFP1. HEK293T-RXFP1 cAMP TR-FRET, 30 min; response scale: percent of porcine relaxin response, buffer zero. Potency, µM (doses to about 57.5 µM), for inactives: at the top dose activation, hits mostly activators. 370,000 compounds, 0.3% hits; also: potency is read from the fitted curve at half-maximal effect; % is scaled to controls: 0 for no effect and ±100 for the full control effect; nearly all actives have a fitted effect of over 60% in size; many of its hits are not listed in these tables
Target sequence (Q9HBX9 whole entry, looked up): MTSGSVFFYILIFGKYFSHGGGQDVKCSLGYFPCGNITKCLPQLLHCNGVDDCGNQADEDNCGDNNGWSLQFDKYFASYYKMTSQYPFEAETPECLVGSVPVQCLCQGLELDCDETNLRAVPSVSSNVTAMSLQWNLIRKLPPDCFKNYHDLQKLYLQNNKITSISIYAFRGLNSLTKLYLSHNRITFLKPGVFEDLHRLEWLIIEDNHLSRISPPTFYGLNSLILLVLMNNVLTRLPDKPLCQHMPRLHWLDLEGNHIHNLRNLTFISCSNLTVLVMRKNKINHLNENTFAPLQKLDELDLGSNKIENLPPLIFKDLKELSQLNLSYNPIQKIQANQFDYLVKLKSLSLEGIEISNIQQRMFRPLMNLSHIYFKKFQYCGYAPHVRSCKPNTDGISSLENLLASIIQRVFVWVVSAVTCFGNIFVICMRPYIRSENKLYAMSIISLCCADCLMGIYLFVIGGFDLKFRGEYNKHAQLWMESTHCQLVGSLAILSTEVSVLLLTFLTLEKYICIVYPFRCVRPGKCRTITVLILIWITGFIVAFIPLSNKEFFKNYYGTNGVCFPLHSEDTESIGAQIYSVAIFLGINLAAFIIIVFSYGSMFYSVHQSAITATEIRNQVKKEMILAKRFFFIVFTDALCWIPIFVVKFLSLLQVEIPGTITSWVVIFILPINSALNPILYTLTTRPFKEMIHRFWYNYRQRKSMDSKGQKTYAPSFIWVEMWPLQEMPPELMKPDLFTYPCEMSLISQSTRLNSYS
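Agonist response is measured as cAMP accumulation in an RXFP1-transfected HEK293T line under PDE4 inhibition. Values are scaled between buffer-only and 29 nM porcine relaxin, and EC50s come from standard Hill equation fits.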
RXFP1 antag – antagonists of human relaxin receptor RXFP1. activity change, negative = inhibition, % at 57.5 µM. Q9HBX9. HEK293-RXFP1, relaxin-stimulated cAMP HTRF, 30 min; active compounds read low. 350,000 compounds, 0.59% hits;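 active = activity change of -60% or lower, but not beyond a set lower limit; inconclusive = change between -60% and -40%, or beyond the set limit; inactive = change above -40%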; also: % is scaled to controls: 0 for no effect and ±100 for the full control effect
* hit, by the source's call; ? = inconclusive; . = no result given; [ ] = remark or other dose. Unless noted, calls follow the shape of the dose curve; as a rule, active = well fitted curve in the direction sought with a large enough effect; inconclusive = small, poorly fitted or top-dose-only effect, or another doubt; inactive = no such curve, though single readings can be large; an effect the other way counts as inactive or inconclusive.

Molecule	D1 antag	D1 ag	TRHR enhancer	Apoferritin bind	RXFP1 antag	RXFP1 agonist	TRHR ag	D1 potentiator	D2 PAM
COCCNC(=O)c1ccc(CS(=O)(=O)c2ccc(Cl)cc2)o1	25	3	7	7%	0	0.9%	0.1	0	3
OCCC1CN(Cc2cnc(-c3ccccc3)s2)CCN1C1CCCCC1 (centres undefined)	16	2	1	-6%	-3	1.3%	1.5	-6	-11
N#Cc1nc(COc2ccc(F)cc2)oc1NCCN1CCOCC1	4	2	-8	-11%	2	1.6%	1.3	8	10
Cc1c(O)ccc2c(=O)c(Oc3ccccc3)coc12	4	2	1	-6%	-4	0.1%	-1.7	-4	11
Cc1cc(NC(=O)CSc2nnc(-c3cccc(Cl)c3)o2)no1	-15	3	0	-4%	10	6.5%	-0.2	4	1
CC1CCCCN1Cc1c(O)ccc2c(=O)c(-c3cccc(Cl)c3)c(C(F)(F)F)oc12 (centres undefined)	9	-1	-2	-1%	-2	1.2%	0.1	-2	7
Fc1ccc(NC(=S)Nc2cc(-c3ccccc3)[nH]n2)cc1Cl	1	9	4	-14%	-21	-1.3%	1.1	-2	-4
Cc1nc(-c2ccc(C(=O)NCCO)cc2)cs1	2	2	-1	-4%	10	-0.3%	0.0	-11	7
COC(=O)c1cc(-c2ccc(Br)cc2)c2c(=O)n(C)c(=O)n(C)c2n1	37	4	9	-12%	3	3.6%	0.3	2	-5
O=C(NC1CCCCNC1=O)c1ccc(Cl)cc1 (centres undefined)	13	2	8	-10%	-1	-0.1%	-0.5	-4	4
O=c1cc(-c2ccccc2)[nH]c2cc(Cl)ccc12	8	-2	-1	9%[163 µM]	.	4.7%	-0.4	-4	11
Clc1ccc2nc(CN3CCCc4ccccc43)cn2c1	15	-4	2	-12%	0	1.5%	-1.7	0	2
CC(C)CC(=O)NC(NC(=S)Nc1cccc2cccnc12)C(Cl)(Cl)Cl (centres undefined)	-1	10	-10	?	-25	1.6%	-0.6	-1	-8
CCn1nnnc1SCC(=O)N1CCOCC1	-17	3	-3	-5%	-6	1.4%	0.2	-2	6
CCCC1=NN(c2ccc([N+](=O)[O-])cc2)C(=O)/C1=C\N(C)C	2	4	0	-14%	-10	-0.1%	-0.3	-5	3
COc1ccc2oc(C(=O)OCC(=O)/C(C#N)=C(\C)N)c(C)c2c1	7	4	-15	-5%	10	27%	0.9	-7	-8
CC(=O)NCCC(=O)Nc1cc(S(=O)(=O)Nc2ccc(Cl)cc2)ccc1N1CCCC1	4	3	21	-11%	-36	-0.5%	-0.8	2	1
Cn1cc(/C=N/NC(=O)c2cccc([N+](=O)[O-])c2)c2ccccc21	5	0	-1	-10%	-1	0.1%	-0.3	-7	-10
CC(C)NC(=O)C1CCN(C2CCN(Cc3cn[nH]c3-c3ccccc3)CC2)CC1	-10	-1	9	-8%	1	2.1%	-0.1	2	9
C#CCCOC(=O)Nc1ccccc1	-20	3	-5	-22%	-1	4.0%	-0.6	-4	2
CN(C)S(=O)(=O)c1cccc(NC(=O)c2ccc(-n3cncn3)c([N+](=O)[O-])c2)c1	4	2	-3	.	2	0.8%	-0.1	-9	-6
Cc1ccc(NC(=O)CSc2nnc(Cc3ccccc3)o2)cc1	1	2	0	-15%	-12	-1.2%	-0.5	2	-14
O=C(c1ccccc1F)N1CCCC(C(=O)N2CCN(c3ccccc3)CC2)C1 (centres undefined)	-10	0	2	-4%	14	-1.7%	0.2	9	-5
Cc1cc([N+](=O)[O-])nn1CC(=O)Nc1nccs1	6	0	-3	-4%	.	4.5%	-0.3	-2	10
S=C(NCC1CCCO1)Nc1ccc(Cl)cc1Cl (centres undefined)	14	1	1	-6%	-8	0.8%	-0.1	4	3
CCC(C)NC(=O)c1sc2nc(C)c(C(=O)Nc3ccc(C)cc3C)c(-c3ccc(NC(C)=O)cc3)c2c1N (centres undefined)	-10	1	-3	385%[activator]	2	8.8%	-0.2	-4	2
COc1ccc(N2C(=O)CC(NNc3ncc(Cl)cc3Cl)C2=O)cc1 (centres undefined)	-3	6	6	-12%	-2	-0.8%	-0.1	0	-1
COc1ccc(NC(=O)c2cnn(-c3ccc(C)c(C)c3)c2C2CCNCC2)cc1OC	-13	1	-5	-1%	-15	2.2%	-0.2	1	-3
S=C(Nc1ccccc1)N1CCn2c(nc3ccccc32)C1	8	4	1	-7%	-2	0.9%	1.1	-3	2
COCCOC(=O)N/C=C\c1nc2ccccc2c(=O)[nH]1	-13	3	-6	-6%	-16	3.3%	0.2	-5	8

Some of the entries above, set out differently.
Compound: Clc1ccc2nc(CN3CCCc4ccccc43)cn2c1
  D1 antag = 15	D1 ag = -4	TRHR enhancer = 2	Apoferritin bind = -12%	RXFP1 antag = 0	RXFP1 agonist = 1.5%	TRHR ag = -1.7	D1 potentiator = 0	D2 PAM = 2

Compound: CC(C)CC(=O)NC(NC(=S)Nc1cccc2cccnc12)C(Cl)(Cl)Cl (centres undefined)
  D1 antag = -1	D1 ag = 10	TRHR enhancer = -10	Apoferritin bind = ?	RXFP1 antag = -25	RXFP1 agonist = 1.6%	TRHR ag = -0.6	D1 potentiator = -1	D2 PAM = -8

Compound: CCn1nnnc1SCC(=O)N1CCOCC1
  D1 antag = -17	D1 ag = 3	TRHR enhancer = -3	Apoferritin bind = -5%	RXFP1 antag = -6	RXFP1 agonist = 1.4%	TRHR ag = 0.2	D1 potentiator = -2	D2 PAM = 6

Remaining list, next part.
Molecule	D1 antag	D1 ag	TRHR enhancer	Apoferritin bind	RXFP1 antag	RXFP1 agonist	TRHR ag	D1 potentiator	D2 PAM
O=C(NC1(C(F)(F)F)C(=O)Nc2c1c(=O)[nH]c(=O)n2-c1ccccc1)c1ccccc1 (centres undefined)	0	1	-7	9%	-7	6.4%	0.9	-3	4
Cc1ccc(-n2nc(C)c3nc(CCC(=O)Nc4cccc(C)c4C)c(=O)n(C)c32)cc1	-8	-1	-5	15%	-5	17%	-0.4	1	3
Cc1ccc(CC(=O)NCc2ccc(F)cc2)cc1	2	1	6	-7%	-5	-0.4%	-2.4	11	0
COC(=O)c1ccc(-n2c(/C=C\c3cccc(Br)c3)nc3ccccc3c2=O)cc1	-32*	4	0	-2%	-22	2.2%	-0.1	-2	2
COCCN1C=C(C(=O)OC)C(c2ccccc2C(F)(F)F)C(C(=O)OC)=C1	-17	0	-4	301%[activator]	-2	4.2%	-0.5	-5	-3
COc1ccc(S(=O)(=O)N/N=C/c2ccc(OCCN3CCOCC3)c(OC)c2)cc1	-19	-2	0	3%	2	5.0%	0.5	-11	-1
Cc1ccc(S(=O)(=O)C(CNC(=O)C(=O)NCc2ccc(Cl)cc2)c2ccco2)cc1 (centres undefined)	.	15	7	40%[activator]	15	-0.3%	-1.1	-3	15
O=C(N/N=C/C=C/c1ccccc1)c1n[nH]c2c1CCC2	-5	2	8	-13%	-1	4.5%	-1.3	-1	-2
Nc1c(C=C2C=CC(=O)C=C2)c(=O)nc2sc(CC(=O)N3CCOCC3)nn12	-9	2	-12	-12%	9	0.8%	0.5	-3	2
CCOc1ccc(NS(=O)(=O)c2ccc3[nH]c(=O)c(=O)[nH]c3c2)cc1	7	-4	-4	-5%	-3	1.1%	1.3	0	-10
CCN1CCN(CNC(=O)c2cnccn2)CC1	8	1	-5	-7%	8	1.5%	0.8	-10	-11
Cc1cc(C)c2[nH]c(=O)c(CN(Cc3ccco3)C(=S)NCC3CCCO3)cc2c1 (centres undefined)	-1	2	-8	-18%	-13	0.1%	-0.2	4	5
CC(C)(C)OC(=O)N1CC(O)CC1C(=O)OCC(=O)c1ccccc1 (centres undefined)	-25	2	4	8%	5	2.6%	0.4	-5	24
O=C1C(=O)N(CCO)C(c2ccc(Br)cc2)/C1=C(\O)c1ccccc1 (centres undefined)	0	3	3	6%	1	-0.8%	0.6	3	-2
CCOc1cc(/C=N/NC(=O)c2cccnc2)ccc1OCC(=O)N(C)C	-21	1	10	-4%	-1	0.3%	0.4	2	2
CCn1nc(C)cc1C(=O)N1CCCC(Nc2ccc(F)c(F)c2)C1 (centres undefined)	-13	3	-1	-7%	-12	0.1%	0.0	-5	1
O=C(NCc1ccccc1)c1nc(S(=O)(=O)Cc2ccc(F)cc2)ncc1Cl	-46*	1	-11	-20%	-116*	-0.2%	-1.7	-2	-4
COC(=O)c1[nH]c2cc(OC)ccc2c1NC(=O)CCN1CCN(Cc2ccc3c(c2)OCO3)CC1	-86*	0	-2	-11%	4	2.2%	-0.8	13	-24
Cc1ccc2c(c1C)NC(=O)C21N2CCCC2C(C(=O)c2ccc3ccccc3c2)C12C(=O)Nc1ccccc12 (centres undefined)	4	6	1	-2%	-9	4.9%	-0.7	7	4
COc1ccc(CCNC(=O)Nc2ccc([N+](=O)[O-])cc2)cc1OC	-28	24	0	-23%	2	0.8%	-0.1	-6	-7
CCOC(=O)CON1C(=O)C(C)(C)N(OCC(=O)OCC)C(=O)C1(C)C	7	2	2	-9%	-4	1.2%	1.0	-4	-13
Nn1c(SCC(=O)Nc2ccccc2)nnc1-c1cccnc1	5	1	-1	5%	-2	1.7%	-0.3	6	-3
CN(C)C(=O)C1CC(=O)OC12CCCCC2 (centres undefined)	-3	4	1	-3%	-4	0.9%	0.3	8	2
Cc1ccccc1NC(=S)N=Nc1c(O)n(C)c2ccc(S(=O)(=O)N3CCOCC3)cc12	-2	7	-3	-17%	5	-0.5%	-0.9	2	1
CCCn1nc(C(=O)NNC(=O)C2CSC3(C)CCC(=O)N23)c2ccccc2c1=O (centres undefined)	10	0	3	.	-24	4.1%	0.0	2	6
Cc1ccc(C(=O)OCC(=O)NCc2cc(C)c(O)c(C)c2)cc1S(=O)(=O)N1CCCCC1	-94*	8	-5	.	8	-0.5%	-0.1	.	-6
Cn1c(C(C)(O)C(O)c2ccccc2)nc2ccccc21 (centres undefined)	-4	3	-3	-11%	.	-3.9%	0.0	-1	-6
CCOC(=O)C1CCN(C(=O)c2cc(C(C)(C)C)nn2Cc2ccccc2)CC1	5	4	2	-7%	0	-0.1%	-0.2	3	-5
CCCC(=O)Nc1ccc(Br)cn1	-11	0	0	-15%	-3	-0.8%	0.0	-4	-3
COC(=O)/C(=C/c1ccco1)NC(=O)c1ccccc1	6	6	-2	3%	6	1.3%	0.7	-8	0

High-throughput results deposited in PubChem BioAssay by National Center for Advancing Translational Sciences (NCATS).

Some of the compounds tested; count on the stated rates, not on these rows.
